FadD28 FP inh: inhibitors of FadD28 bisubstrate probe binding, primary screen, biochemical, fluorescence polarization, single point; Mycobacterium tuberculosis FadD28 fatty-acid-AMP ligase; AID 588549, 2011; inhibition, % at 12.5 µM; 360,000 compounds, 0.22% hits; in the data active = inhibition above about 8.5%, passing the limit was not always enough; inconclusive = no clear call, values can overlap the other calls
Y pestis TopoI: Yersinia pestis topoisomerase I inhibitors, primary screen, biochemical, cleavage product accumulation, plate reader, single point; DNA topoisomerase I (Yersinia pestis CO92); activity, % at 10 µM; 360,000 compounds, 0.064% hits; Y. pestis Topo-I cleavage product accumulation; in the data active = activity above about 50%, passing the limit was not always enough; inconclusive = no clear call, values can overlap the other calls; note: inactives centre near 2
Anthrax LF prot: Bacillus anthracis LF protease inhibitors, primary screen, biochemical, multiplex microsphere, MLPCN library. Lethal factor (Bacillus anthracis), P15917. multiplex microsphere protease cleavage assay. inhibition, % at 10 µM. 360,000 compounds, 0.12% hits. AID 588501, 2011; note: plate controls were buffer without enzyme for full effect and enzyme alone for no effect
Target sequence (P15917 whole entry, looked up): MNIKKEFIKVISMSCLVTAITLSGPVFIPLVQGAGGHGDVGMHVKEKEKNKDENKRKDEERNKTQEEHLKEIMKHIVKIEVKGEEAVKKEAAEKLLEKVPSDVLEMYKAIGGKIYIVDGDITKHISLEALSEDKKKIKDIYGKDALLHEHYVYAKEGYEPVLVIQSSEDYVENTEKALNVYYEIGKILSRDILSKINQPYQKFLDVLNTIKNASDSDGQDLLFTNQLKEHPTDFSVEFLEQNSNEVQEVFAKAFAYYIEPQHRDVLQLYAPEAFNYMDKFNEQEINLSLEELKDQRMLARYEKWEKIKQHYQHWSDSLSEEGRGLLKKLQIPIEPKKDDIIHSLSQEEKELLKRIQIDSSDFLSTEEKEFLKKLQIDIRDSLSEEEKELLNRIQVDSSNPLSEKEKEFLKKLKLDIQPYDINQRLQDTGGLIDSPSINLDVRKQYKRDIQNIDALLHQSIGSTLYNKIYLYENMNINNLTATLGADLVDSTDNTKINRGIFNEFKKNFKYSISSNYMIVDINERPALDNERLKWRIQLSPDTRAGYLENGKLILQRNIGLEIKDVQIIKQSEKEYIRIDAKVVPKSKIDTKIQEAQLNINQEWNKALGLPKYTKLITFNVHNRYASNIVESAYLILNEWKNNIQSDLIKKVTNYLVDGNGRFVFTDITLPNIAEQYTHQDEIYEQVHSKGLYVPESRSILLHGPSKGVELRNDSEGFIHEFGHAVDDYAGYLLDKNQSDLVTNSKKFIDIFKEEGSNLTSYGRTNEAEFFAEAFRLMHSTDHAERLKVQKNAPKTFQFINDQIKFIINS
BoNT-A LC inh2: BoNT/A light chain protease inhibitors, primary screen, biochemical, flow cytometry, MLPCN library | Botulinum neurotoxin type A light chain protease (Clostridium botulinum A str. ATCC 3502) | multiplex microsphere protease substrate cleavage | inhibition, % at 10 µM | 360,000 compounds, 0.17% hits; note: plate controls were buffer without enzyme for full effect and enzyme alone for no effect
BoNT F protease: BoNT/F light chain protease inhibitors, primary screen, biochemical, flow cytometry, MLPCN library; Multiplex microsphere protease cleavage assay; 360,000 compounds, 0.22% hits; inhibition, % at 10 µM; Botulinum neurotoxin type F light chain protease (Clostridium botulinum); in the data active = inhibition above about 35%, passing the limit was not always enough; inconclusive = no clear call, values can overlap the other calls; note: plate controls were buffer without enzyme for full effect and enzyme alone for no effect
PrPC TRFRET: inhibitors of human cell surface prion protein PrPC, primary screen, cell-based, TR-FRET; inhibition, % at 13.8 µM; Major prion protein (Homo sapiens), P04156; 370,000 compounds, 0.43% hits; TR-FRET read-out; AID 720596, 2013; in the data active = inhibition above about 24%; note: 0% = median of the test wells and 100% = reference compound wells
CCHFV vOTU inh: CCHFV vOTU protease inhibitors, primary screen, biochemical, Pep-AMC substrate, fluorescence | Crimean-Congo hemorrhagic fever virus L polyprotein viral ovarian tumor (vOTU) protease … | inhibition, % at 11.5 µM | 370,000 compounds, 0.55% hits; in the data active = inhibition above about 30%; note: 0% = vehicle wells with enzyme and 100% = no enzyme wells
PfHsp40 rescue: rescue of yeast from PfHsp40 toxicity, primary screen, S. cerevisiae, ATP luminescence; S. cerevisiae expressing PfHsp40, growth rescue; growth rescue, % at 12.5 µM; AID 504582, 2011; 340,000 compounds, 0.68% hits; in the data active = growth rescue above about 28%, passing the limit was not always enough; inconclusive = no clear call, values can overlap the other calls;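 note: yeast W303a lacking pdr1 and pdr3 grown in galactose medium; growth measured after three days at 30 °C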
TcdB inh: TcdB glycohydrolase inhibitors, primary screen, biochemical, single point, plate reader. TcdB glycohydrolase enzymatic assay. 350,000 compounds, 0.24% hits. Toxin B (Clostridioides difficile), P18177. inhibition, % at 9.99 µM; in the data active = inhibition above about 10%
Active calls of the source: *; ? = inconclusive; · = no result given. Cut-off read from the data, not from the text of the source, unless noted: active = inhibition above about 30%; inconclusive = no clear call, values can overlap the other calls; inactive = below that. Rows were taken by chance; 2.3% or so of the library scored in one or more.

SMILES	FadD28 FP inh	Y pestis TopoI	Anthrax LF prot	BoNT-A LC inh2	BoNT F protease	PrPC TRFRET	CCHFV vOTU inh	PfHsp40 rescue	TcdB inh
COCC(C)N=C1NN=C(c2cc(C)n(Cc3ccccc3Cl)c2C)CS1 (stereo not drawn)	-2.1	25.8	-0.8	0.0	-4.4	14.4	1.1	-0.1	0.4
Cc1[nH]c(C(=O)N/N=C/c2ccc(N(C)C)cc2)c(C)c1C(=O)N/N=C/c1ccc(N(C)C)cc1	0.2	18.8	-8.9	-0.2	-4.7	2.9	-2.1	-2.1	-8.4
CC(C)NC(=O)C(c1ccc(F)cc1)N(C(=O)CCC(=O)Nc1ccccn1)c1cccc(F)c1 (stereo not drawn)	-2.0	8.7	-4.5	-4.5	6.8	2.2	5.9	0.3	0.9
COc1ccc(C2=NOC(C)(c3nnc(Cc4ccccc4)o3)C2)cc1 (stereo not drawn)	-1.2	0.3	12.3	0.0	6.8	-6.4	-3.1	-0.3	0.9
CCCNC(=O)CSc1nc(Cc2ccccc2)nc2ccccc12	-0.8	27.6	17.1	-2.2	1.6	8.8	-4.4	1.3	0.8
O=C(CSc1ccccc1C(=O)NCCCN1CCCC1=O)NCc1ccco1	-4.6	-2.3	-0.6	0.0	-1.5	5.0	0.1	2.9	·
CCN1/C(=C/c2ccc3cc(C)ccc3[n+]2CC)Sc2ccccc21	0.1	-15.0	22.3	77.8*	-28.2	-9.5	31.4*	2.8	0.5
O=C(COC(=O)C1(c2ccc(F)cc2)CCCC1)NCc1ccc2c(c1)OCO2	-2.2	21.5	-0.1	0.0	-2.3	18.2	18.5	16.9	-6.5
CCOc1ccc(N2C(=O)CC(N3CCN(C(=O)c4ccco4)CC3)C2=O)cc1 (stereo not drawn)	-0.7	10.1	-0.3	0.1	9.8	3.2	15.0	-0.7	·
NC(=O)CSc1nnc2n(N)c(=O)c3ccccc3n12	-1.9	8.7	-3.7	-1.4	7.2	11.7	-1.1	0.6	1.2
Cc1ccnc(NC(=O)C2CCN(S(=O)(=O)c3c(C)c(C)cc(C)c3C)CC2)c1	-1.9	21.5	-0.1	-2.8	-4.5	28.1*	6.3	7.4	0.0
CCC(=NCc1cccnc1)c1c(O)n(Cc2ccccc2)c(=O)[nH]c1=O	-2.7	10.2	-0.8	2.7	1.8	8.3	4.6	-0.4	·
O=C(NCc1cc(Cl)cc(Cl)c1)c1csc([C@@H]2O[C@H](CO)[C@H](O)[C@H](O)[C@H]2O)n1	-4.0	-10.5	1.9	0.0	4.3	-5.0	20.8	·	0.5
CCCn1c(O)c(N=NC(=O)CNC(=O)c2cccnc2)c2ccccc21	-2.7	5.3	-2.5	1.9	1.2	-24.1	0.9	-1.9	0.9
O=C(N/N=C/c1ccccn1)c1cc(-c2ccc(Br)cc2)nc2ccccc12	-1.7	-6.9	-2.4	-1.5	-19.5	2.3	-3.5	0.0	-0.6
CCOc1ccc(C(=O)NCCCCNC(=O)c2ccc(OCC)cc2)cc1	-1.9	-1.6	-17.1	-3.7	?	-6.3	-10.9	0.1	0.6
c1ccc2c(c1)ncc1cccn12	-1.4	4.6	-6.4	-0.4	-1.9	-0.6	-215.8	-1.4	·
COc1ccc(N2CCN(Cc3cc4c(cc3O)CCC4)CC2)cc1	-3.7	23.7	0.0	-3.6	-4.6	-9.2	9.9	0.8	·
CC[C@]12c3[nH]c4cc(-c5ccco5)ccc4c3CCN1C(=O)[C@@H](CC(=O)NCCCN(C)C)C[C@@H]2C(=O)N1CCN(C(=O)c2ccco2)CC1	0.8	-9.2	2.4	-0.4	-5.6	3.6	-12.7	0.3	1.7
O=C(CCc1cn(Cc2ccc(F)cc2)c2ccccc12)N1CCOCC1	-2.5	22.6	14.4	0.3	-16.1	0.6	-0.1	0.0	3.5
Cc1ccc(C2=NN=C(NC(=O)CSc3nnc4c5ccccc5n(C)c4n3)SC2)cc1	-4.4	11.1	-2.6	0.7	3.3	·	·	-0.5	·
CN(CC(=O)Nc1c(Cl)cccc1Cl)C(=O)C1CSC2(C)CCC(=O)N12 (stereo not drawn)	-3.2	-8.1	7.5	-2.7	-2.3	-3.8	-11.1	0.4	4.9
Cc1cccc(C)c1NC(=O)CN(C)C(=O)c1ccc(COc2ccccc2)cc1	-1.6	25.8	-1.1	1.6	11.6	-4.7	9.0	0.9	0.5
Nc1ccc(CCS(N)(=O)=O)cc1	-5.7	1.3	-2.3	0.5	2.1	-3.9	-5.7	0.2	·
CCOC(=O)/C(C#N)=C\C1=C(N2CCOCC2)CC(C)(C)OC1	-0.9	12.0	3.1	-1.1	3.4	10.6	1.7	-0.6	-1.7
C=CCOc1ccccc1CNc1cccc(F)c1	0.2	-6.8	2.1	1.5	-5.3	10.0	2.1	-0.4	·
COCCCNC(=O)c1c(NC(=O)c2ccco2)n(Cc2ccccc2)c2nc3ccccc3nc12	0.0	-2.2	12.5	20.1	10.5	-4.7	-49.2	-0.2	·
COC(=O)c1ccc(S(=O)(=O)N2CCC(O)CC2)n1C	-0.2	-3.8	8.2	-0.6	?	1.9	-14.2	0.9	0.6
CCOc1ccc(C(=O)Cc2ccc3oc(C(=O)O)cc3c2)c(O)c1	-2.1	1.5	-4.3	0.7	24.8	1.8	1.1	0.7	·
O=C(O)c1cccc2c1/C(=N/O)c1ccccc1-2	-2.5	3.4	8.2	-0.2	6.4	-1.2	7.5	-0.5	1.4
S=c1[nH]nc(-c2ccco2)n1/N=C/c1c(Cl)cccc1Cl	-1.9	6.8	-4.2	-1.2	1.6	5.9	-4.5	-1.6	0.7
O=C(CCN1C(=O)/C(=C/c2ccccc2Cl)SC1=S)NN1CCOCC1	-0.3	-1.0	-2.0	-1.6	2.7	0.8	12.5	-0.2	4.5
Cn1c(SCC(=O)NC2CCCCC2)nnc1-c1ccncc1	-2.1	1.9	-3.2	0.7	-7.2	3.2	12.9	-2.1	1.4
O=C(CNC(=O)c1cccc(S(=O)(=O)N2CCc3ccccc32)c1)Nc1ccccc1Br	-2.5	20.7	4.1	-4.0	2.4	-2.2	0.6	1.1	-0.1
COCc1cnc(C)nc1N	-3.4	3.7	2.2	-0.5	-2.5	-0.9	-3.9	-0.3	-0.1
OC1(c2ccccc2)c2ccccc2-c2ncccc21 (stereo not drawn)	?	-0.9	-2.4	0.2	-0.2	4.7	8.6	1.0	-0.6
COc1ccc(C2CC(=O)N3CN(c4ccc(C)c(Cl)c4)CSC3=C2C#N)cc1OC (stereo not drawn)	0.8	-10.9	0.1	0.3	-15.9	-1.9	20.4	2.2	3.7
Cc1ccc(C(=O)NCC(=O)OCC(=O)c2ccc(Cl)s2)cc1	-4.5	14.4	-1.0	-4.2	-5.4	6.2	5.3	-0.3	0.5
COc1ccccc1NC(=O)Nc1nc(CC(=O)Nc2ccc(F)c(F)c2)cs1	-10.3	-11.5	-2.4	-1.6	-3.2	-6.0	12.7	-1.1	-4.6
O=C(Nc1c(F)cc(F)cc1Br)c1cc(S(=O)(=O)N2CCN(c3ccccn3)CC2)ccc1F	-0.3	22.8	0.5	0.0	-3.1	8.6	-4.8	-0.6	2.2

One compound at a time (already shown). Order of screens: FadD28 FP inh	Y pestis TopoI	Anthrax LF prot	BoNT-A LC inh2	BoNT F protease	PrPC TRFRET	CCHFV vOTU inh	PfHsp40 rescue	TcdB inh
`COc1ccc(N2CCN(Cc3cc4c(cc3O)CCC4)CC2)cc1` as listed: -3.7	23.7	0.0	-3.6	-4.6	-9.2	9.9	0.8	·
`COCC(C)N=C1NN=C(c2cc(C)n(Cc3ccccc3Cl)c2C)CS1` (stereo not drawn) as listed: -2.1	25.8	-0.8	0.0	-4.4	14.4	1.1	-0.1	0.4
`O=C(N/N=C/c1ccccn1)c1cc(-c2ccc(Br)cc2)nc2ccccc12` as listed: -1.7	-6.9	-2.4	-1.5	-19.5	2.3	-3.5	0.0	-0.6
`CCCn1c(O)c(N=NC(=O)CNC(=O)c2cccnc2)c2ccccc21` as listed: -2.7	5.3	-2.5	1.9	1.2	-24.1	0.9	-1.9	0.9

(further entries)
SMILES	FadD28 FP inh	Y pestis TopoI	Anthrax LF prot	BoNT-A LC inh2	BoNT F protease	PrPC TRFRET	CCHFV vOTU inh	PfHsp40 rescue	TcdB inh
O=C(NN=C1CCN(Cc2ccccc2)CC1)c1cccc(S(=O)(=O)Nc2ccccc2Cl)c1	0.4	-8.6	1.9	0.5	0.6	5.2	13.5	-0.4	·
CCN(CC)CCn1cnc2c([nH]c3cccc(OC)c32)c1=O	-1.3	3.0	3.1	0.9	-0.5	-4.5	-97.5	-1.8	·
COc1ccc(OC)c(S(=O)(=O)N2CCC(C(=O)N3CCCCCC3)CC2)c1	1.6	5.4	-2.1	-3.6	-11.3	-5.5	5.6	0.1	0.5
c1coc(C2=NCCc3ccccc32)c1	2.6	4.3	-6.4	-0.3	8.5	-0.3	16.4	-1.0	0.2
COc1cccc(N2CCN(c3ccc(S(=O)(=O)N4CCCC4)cc3)CC2)c1	-1.9	1.3	-3.0	-1.0	-5.7	11.0	-3.3	-1.8	1.1
COc1cccc(CN(C)CC(=O)Nc2sc3c(c2C#N)CCC3)c1OC	-4.2	5.0	-2.2	-0.3	-3.3	8.9	-4.3	-0.1	-0.7
C[C@@H](c1ccccc1)N1C[C@H](COCc2ccccc2)Oc2cc(N3CC[C@@H](N(C)C)C3)ccc2S1(=O)=O	·	·	-9.5	0.5	-16.2	-4.2	3.4	·	-0.5
O=C(Nc1ccnn1C1CCN(Cc2ccc3nonc3c2)CC1)c1cccc(F)c1	-3.2	12.7	-2.7	-1.9	-2.0	-18.3	-7.8	0.4	1.5
O=C(Cc1ccc(Cl)cc1)NCCS(=O)(=O)N1CCN(c2ccccc2)CC1	-1.0	3.0	-0.3	0.9	-4.3	-3.0	10.1	-1.4	-1.0
COCCNC(=O)C(c1ccncc1)N(C(=O)Cn1nnc2ccccc21)c1ccc(OC)cc1 (stereo not drawn)	-1.9	-9.9	2.4	0.7	-2.9	1.4	-2.4	-0.7	·
O=C(/C=C/c1ccco1)Nc1cccnc1	-0.2	-1.9	0.7	-0.2	-3.6	-5.2	7.9	0.3	1.0
CN1CCCN(C(=O)CNC(=O)c2ccc(Cl)cc2Cl)CC1	-1.9	-5.7	-3.9	0.3	-1.0	-5.2	-18.4	-1.2	-0.4
O=C(COC(=O)[C@@H]1CC(O)CN1S(=O)(=O)c1ccc2c(c1)OCCO2)NCc1ccc(F)cc1 (stereo partly drawn)	-4.1	13.1	0.0	-0.4	-5.8	3.9	15.7	-1.0	-2.2
COc1cccc(/C=C/C(=C2/C(=O)N(c3ccccc3)N=C2C)c2ccccc2)c1OC	1.0	-8.0	-2.0	-0.4	-8.4	-8.0	2.9	-1.9	·
O=C(CSc1ncnc2scc(-c3ccccc3)c12)NCc1ccc2c(c1)OCO2	-1.5	16.9	1.2	0.0	-4.5	11.9	9.9	9.0	1.9

Exported with two lines to a compound: two of the compounds above.
Every second line gives: FadD28 FP inh	Y pestis TopoI	Anthrax LF prot	BoNT-A LC inh2	BoNT F protease	PrPC TRFRET	CCHFV vOTU inh	PfHsp40 rescue	TcdB inh
COc1ccc(OC)c(S(=O)(=O)N2CCC(C(=O)N3CCCCCC3)CC2)c1
→ 1.6	5.4	-2.1	-3.6	-11.3	-5.5	5.6	0.1	0.5
Cc1cccc(C)c1NC(=O)CN(C)C(=O)c1ccc(COc2ccccc2)cc1
→ -1.6	25.8	-1.1	1.6	11.6	-4.7	9.0	0.9	0.5
